POLH inh: qHTS for Inhibitors of Polymerase Eta. DNA polymerase eta (Homo sapiens), Q9Y253. recombinant Pol eta, fluorescent DNA replication assay. Potency, µM (top dose mostly 114 µM), for inactives: at the highest dose activity change, negative = inhibition, hits mostly inhibitors. 390,000 compounds, 1.2% hits; further: potency means the concentration at half of the fitted maximal effect; on the % scale 0 is the no-effect control and ±100 the full control effect
Target sequence (Q9Y253 whole entry, looked up): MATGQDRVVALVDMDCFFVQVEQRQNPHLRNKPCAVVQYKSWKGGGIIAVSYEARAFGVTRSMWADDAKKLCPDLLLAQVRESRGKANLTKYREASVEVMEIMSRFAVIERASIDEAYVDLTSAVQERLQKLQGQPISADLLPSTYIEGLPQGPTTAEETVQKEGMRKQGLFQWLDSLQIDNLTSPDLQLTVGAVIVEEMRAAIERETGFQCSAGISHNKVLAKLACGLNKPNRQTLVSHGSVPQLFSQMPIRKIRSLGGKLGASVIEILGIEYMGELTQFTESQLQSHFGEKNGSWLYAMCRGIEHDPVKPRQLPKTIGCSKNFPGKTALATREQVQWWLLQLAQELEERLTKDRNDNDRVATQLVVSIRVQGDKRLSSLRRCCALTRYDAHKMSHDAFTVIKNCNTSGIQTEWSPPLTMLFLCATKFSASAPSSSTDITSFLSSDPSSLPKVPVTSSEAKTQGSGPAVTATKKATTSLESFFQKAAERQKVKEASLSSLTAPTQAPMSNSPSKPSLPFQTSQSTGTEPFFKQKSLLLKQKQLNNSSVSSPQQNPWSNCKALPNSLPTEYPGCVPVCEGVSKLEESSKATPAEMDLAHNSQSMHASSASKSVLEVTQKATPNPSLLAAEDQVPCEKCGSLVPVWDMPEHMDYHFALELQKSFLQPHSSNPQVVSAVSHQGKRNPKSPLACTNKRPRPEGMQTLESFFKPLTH
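Pol eta at 10 nM preincubated with compounds 15 min at room temperature; reaction started with fluorescent substrate (50 nM final) and read kinetically at 0 and 10 min.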
APE1 inh: qHTS Assay for Inhibitors of the Human Apurinic/apyrimidinic Endonuclease 1 (APE1). 350,000 compounds, 0.35% hits. Potency, µM (highest dose often 65.8 µM), inactives show at the top dose activity change, negative = inhibition, actives largely listed as inhibitors. DNA repair nuclease/redox regulator APEX1 (Homo sapiens), P27695. recombinant APE1, TAMRA/BHQ-2 abasic DNA cleavage fluorescence;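 further: potency means the concentration at half of the fitted maximal effect; plate controls were vehicle for no effect and reference inhibitor for full effect; nearly all actives have a fitted effect of over 55% in size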
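Enzyme (0.75 nM final) and test compound are incubated 15 min at room temperature before adding 50 nM quenched THF abasic-site duplex. Cleavage dequenches TAMRA, followed at 525/598 nm over three reads one minute apart.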
LDHA inh: qHTS assay for inhibitors of human lactate dehydrogenase | AID 1347041, 2019 | purified LDHA, NADH/diaphorase-resazurin fluorescence; active compounds read low | 480,000 compounds, 0.15% hits | activity change, % (values are at about 110 or 230 µM); in the data active means activity change below about -30%; inconclusive means mostly about -25% to -30%;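 further: plate controls were DMSO wells for no effect and wells without enzyme for full effect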
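Enzyme activity of human lactate dehydrogenase 5 (2 nM; 0.06 mM NADH, 0.2 mM pyruvate, 5 min, RT) is measured via a resazurin/diaphorase fluorescence readout of residual NADH.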
Pol kappa inh: qHTS for Inhibitors of Polymerase Kappa; DNA polymerase kappa (Homo sapiens), Q9UBT6; purified Pol kappa, fluorescent DNA synthesis assay, 10 min; Potency, µM (doses to about 107 µM), for inactives: at the highest dose activity, negative = inhibition, actives largely listed as inhibitors; 400,000 compounds, 0.53% hits; AID 588579, 2011; further: potency means the concentration at half of the fitted maximal effect; on the % scale 0 is the no-effect control and ±100 the full control effect
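Fluorescent qHTS in 1536-well format: enzyme (10 nM) and compound sat 15 min at room temperature before 50 nM substrate (final) was added. Signal taken at 0 and 10 min; no-enzyme buffer wells were negative controls.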
BLM inh: qHTS Assay for Inhibitors of Bloom's syndrome helicase (BLM) | RecQ-like DNA helicase BLM (Homo sapiens), P54132 | recombinant BLM DNA unwinding, fluorescence dequenching | Potency, µM (doses to about 56.1 µM), for inactives: top-dose activity change, negative = inhibition, usual class: inhibitors | 350,000 compounds, 0.2% hits | AID 2528, 2010;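 further: potency means the concentration at half of the fitted maximal effect; plate controls were vehicle for no effect and no enzyme for full effect; nearly all actives have a fitted effect of over 35% in size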
POLI inh: qHTS for Inhibitors of Polymerase Iota; DNA polymerase iota (Homo sapiens), Q9UNA4; Pol iota fluorescent replication assay, 10 min; Potency, µM (series often up to 115 µM), without a hit: at the highest dose activity, negative = inhibition, usual class: inhibitors; 390,000 compounds, 1% hits; AID 588590, 2011; further: potency means the concentration at half of the fitted maximal effect
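Fluorescent replication assay read twice, at 0 min and 10 min after adding 50 nM (final) substrate. Enzyme (10 nM) and compounds were first incubated 15 min at room temperature; enzyme-free buffer wells were negative controls.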
Glioma ERSR ind: qHTS for Inducers of the Endoplasmic Reticulum Stress Response (ERSR) in Human Glioma: qHTS | 420,000 compounds, 0.02% hits | U87-MG GRP78 promoter luciferase reporter, 16 h | Potency, µM, without a hit: at the top dose activation, usual class: activators; further: potency means the concentration at half of the fitted maximal effect; series mostly up to about 76 µM; % of control where 0% means no effect; nearly all actives have a fitted effect of over 35% in size
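Stably transfected U87-MG glioma cells carrying a GRP78-based luciferase sensor; 16 h compound incubation. Luminescence end-point read 10 min after Bright-Glo addition at room temperature.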
Pol beta inh: qHTS Assay for Inhibitors of DNA Polymerase Beta | P06746 | Pol beta primer extension/strand displacement, fluorescence kinetic | Potency, µM (top dose mostly 114 µM), without a hit: at the top dose activity change, negative = inhibition, hits mostly inhibitors | 340,000 compounds, 1.3% hits; further: potency means the concentration at half of the fitted maximal effect; on the % scale 0 is the no-effect control and ±100 the full control effect
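Preincubation: enzyme (10 nM) with compound, 15 min, RT. Reaction: substrate added to 50 nM final. Reads: 0 and 10 min. Analysis: normalized, Hill fit.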
Apoferritin bind: qHTS Assay for Identification of Novel General Anesthetics | Potency, µM (top dose mostly 77.5 µM), inactives show at the top dose activity change, negative = displacement, actives largely listed as inhibitors | 350,000 compounds, 0.074% hits | apoferritin/1-aminoanthracene competitive binding, fluorescence; further: potency means the concentration at half of the fitted maximal effect; on the % scale 0 is the no-effect control and ±100 the full control effect; nearly all actives have a fitted effect of over 20% in size
Target sequence (P02791 2-175 limits assumed): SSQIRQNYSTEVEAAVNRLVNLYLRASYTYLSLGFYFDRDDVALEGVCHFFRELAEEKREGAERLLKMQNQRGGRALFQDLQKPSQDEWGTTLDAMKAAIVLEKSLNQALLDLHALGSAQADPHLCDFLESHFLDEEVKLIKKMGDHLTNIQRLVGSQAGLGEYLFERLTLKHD
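Horse-spleen apoferritin (10 uM) was mixed with 50% saturated 1-aminoanthracene in PBS, exposed to compounds for 10 min at room temperature, and read for fluorescence (ex 380 nm, em 535 nm). Competitive displacement was fitted with a four-parameter Hill equation.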
* = called active by the depositor; ? = inconclusive; . = no result given; & = joins results of further samples; [ ] = remark or other dose. Unless noted, the call rests on the fitted dose curve; in most records, active means well fitted curve in the direction sought with a large enough effect; inconclusive means small, poorly fitted or top-dose-only effect, or another doubt; inactive means no such curve, though single readings can be large; an effect the other way counts as inactive or inconclusive. Only part of the results is shown; count on the stated rates, not on these rows.

Below each compound: LDHA inh | POLI inh | Apoferritin bind | Pol kappa inh | POLH inh | Glioma ERSR ind | Pol beta inh | APE1 inh | BLM inh
CN1C(=O)CSc2ccc(NC(=O)NCCC3=CCCCC3)cc21
→ 0.6 | 26.3% | 22.4µM* | -7.5% | -20.4% | -1.4% | 1.9% | -4.8% | -8.0%
COc1cccc(SCc2noc(C(=O)NCCCN3CCOCC3)c2C(=O)NCCCN2CCOCC2)c1
→ -7.7 | 18.2% | . | 7.9% | -10.8% | -6.5% | . | . | .
COc1ccc(N2CCN(S(=O)(=O)c3ccc(Br)s3)CC2)cc1
→ 0.0 | 14.6% | -4.2% | -7.0% | 3.2% | -2.7% | -3.0% | ? | 0.8%
CS(=O)(=O)N1CCC(N2CCN(Cc3ccc(F)cc3)C(=O)C2=O)CC1
→ -10.9 | 51.6%[activator] | 0.4% | -20.4% | -17.2% | -1.0% | -0.2% | . | -3.5%
COc1ccccc1C(=O)N1CCN(S(=O)(=O)Cc2ccccc2)CC1
→ -5.5 | 4.4% | -9.6% | 0.5% | -12.7% | -4.5% | 1.6% | 1.6% | -2.6%
CCOc1ccc(NC(=O)c2oc3ccccc3c2NC(=O)COc2cccc(OC)c2)cc1
→ 3.3 | 46.7%[activator] | -6.1% | -7.8% | -17.4% | -2.7% | 3.8% | . | -2.8%
COc1ccc(CSc2nc3ccncc3n2CC(=O)Nc2ccc(C)c(F)c2)cc1
→ -21.3 | -13.4% | -9.1% | 2.2% | 3.6% | 0.3% | 46.7%[activator] | . | -1.3%
O=C(NCCN1CCOCC1)C1CC(=O)N(c2ccc(Cl)cc2)C1 (stereo not given)
→ 0.5 | 32.4%[activator] | 0.2% | 4.8% | -10.8% | -3.0% | -5.4% | 78.1%[activator] | -0.7%
COCCNC(=O)CCn1c(=O)c2cc(OC)c(OC)cc2n(CC(=O)Nc2ccc(F)c(Cl)c2)c1=O
→ -11.8 | -1.9% | -2.4% | -8.9% | -3.6% | -2.7% | 26.3% | . | -2.7%
Cc1ccc(F)cc1NC(=O)COC(=O)c1ccc2ncsc2c1
→ -11.2 | ? | . | -1.6% | 1.0% | 1.1% | . | -4.6% | .
CCOc1ccc2ncc(S(=O)(=O)c3ccccc3)c(N3CCN(c4ccccc4)CC3)c2c1
→ -14.8 | 34.2%[activator] | . | -6.0% | 0.4% | -3.3% | . | . | .
COc1ccccc1C(=O)OCC(=O)c1cccc([N+](=O)[O-])c1
→ -5.8 | -19.4% | -8.7% | -8.5% | -21.7% | -5.1% | 48.9% | 2.5% | -1.2%
COc1ccc(OC)c(NC(=O)COC(=O)c2ccc(OC)c(S(=O)(=O)N3CCOCC3)c2)c1
→ -2.0 | ? | . | 0.6% | -13.5% | -2.2% | . | 10.4% | .
Cc1cccc(NC(=O)/C(=C\c2cccs2)NC(=O)c2ccccc2)c1
→ -7.7 | 6.0% | 3.7% | 2.8% | -14.5% | -5.0% | 1.8% | -0.5% | -1.0%
COC(=O)Cc1n[nH]c(=S)[nH]c1=O
→ 0.2 | ? | -5.1% | -26.3% | ? | -1.2% | -6.0% | 2.5% | -1.1%
O=C(NC(=O)c1ccccc1Cl)C(=O)Nc1ccc(Cl)cc1
→ -11.9 | 113.2%[activator] | 0.2% | -16.0% | -11.5% | 2.6% | 28.1% | 7.5% | -2.6%
O=[N+]([O-])c1ccc(O)c(/C=N/n2c(CO)nc3ccccc32)c1
→ -7.0 | -2.9% | -10.6% | 1.7% | -16.7% | 2.0% | -0.3% | -2.2% | -4.1%
CCOC(=O)c1c(C(F)(F)F)nc2ncccn12
→ -6.3 | -2.1% | -15.9% | -1.9% | 11.4% | -3.6% | -0.6% | 1.2% | 0.2%
CCOC(=O)c1c(N)sc(C(C)=O)c1C
→ -1.8 | ? | -7.3% | 11.4% | -9.5% | -5.3% | 13.0% | -3.5% | -1.4%
CCOC(=O)NC(=O)C(=CNc1cccc(C)c1)C(=O)NC(=O)OCC
→ -8.6 | 80.0%[activator] | -4.4% | 0.4% | -22.8% | 5.6% | 11.7% | 5.1% | 4.5%
O=C(CCN1C(=O)COc2ccccc21)NCCCN1CCc2ccccc2C1
→ -6.0 | -4.1% | -11.0% | -1.0% | -7.2% | -2.4% | -9.4% | 2.0% | -0.1%
Cc1ccc(C)c(N2CCN(S(=O)(=O)c3ccc4c(c3)CC(=O)N4C)CC2)c1
→ -4.5&2.3 | 60.3%&11.4%[activator] | -15.1%&-21.5% | -8.0%&-5.1% | -19.1%&-13.6% | -5.3%&-1.8% | -3.3%&8.2% | -1.6% | -4.7%&-6.2%
CC(=O)Oc1ccc2c(c1)OC(c1ccccc1)CC21CC(C)(C)NC(=S)N1 (stereo not given)
→ -1.6 | -0.6% | -20.0% | -15.2% | -9.3% | 0.2% | 41.4% | -7.7% | -3.7%
O=C(O)CCc1ccc(-c2ccc(Br)cc2)o1
→ 5.6 | 39.8µM* | -21.4% | ? | -3.1% | 3.8% | 28.3% | 1.0% | -5.8%
O=C(Nc1ccc(OC(F)(F)F)cc1)c1[nH]ncc1[N+](=O)[O-]
→ -1.4 | -16.0% | ? | -15.9% | 2.6% | -8.0% | -9.7% | 4.7% | -2.1%
Cc1cccn2c(=O)c(/C=C(\C#N)S(=O)(=O)c3ccccc3)c(N3CCN(Cc4ccccc4)CC3)nc12
→ -2.3 | 93.1%[activator] | -23.9% | 0.3% | 2.2% | -3.1% | 3.3% | 7.5% | -2.9%
Cc1ccc(NC(=O)Cn2ccc([N+](=O)[O-])n2)cc1Cl
→ -1.6 | 20.5% | -21.6% | -5.4% | -8.9% | -4.4% | 15.2% | 1.2% | -1.3%
COC(=O)c1n[nH]n(-c2ccccc2)c1=O
→ 6.8 | 0.6% | -3.0% | 10.3% | -6.8% | -5.6% | 31.0% | . | -1.7%
Cc1cccc(C)c1NC(=O)CCS(=O)(=O)c1ccc2c(c1)n(C)c(=O)c(=O)n2C
→ -3.7 | 2.6% | 1.3% | -13.5% | . | . | 6.9% | . | -9.8%
COc1ccc(CCN=C(N)NS(=O)(=O)c2ccccc2)cc1
→ -4.1 | 4.3% | -0.9% | -16.6% | -12.0% | -2.3% | 2.0% | 6.5% | -14.5%
O=c1c(-c2ccccc2)nc2cnc(N3CCOCC3)nc2n1C1CC1
→ . | . | . | -2.5%[60.1 µM] | . | 0.6% | . | 14.4% | 1.0%
CCc1ccc2occ(CC(=O)Nc3c(C(=O)Nc4ccc(OC)cc4)oc4ccccc34)c2c1
→ -3.6 | 28.4% | 4.5% | -15.3% | -18.7% | 2.2% | -26.9% | . | 1.7%
Cc1nc(S(=O)(=O)c2ccc(Cl)cc2)nc2c1CCC2
→ -2.6 | 23.1% | -13.6% | -3.1% | 1.8% | -4.1% | -0.7% | 1.9% | -3.1%
Clc1ccccc1C(c1ccccc1)(c1ccccc1)n1ccnc1
→ -7.1 | -8.7%[58.9 µM] | -6.2% | -8.0%[60.1 µM] | -1.9%[57.1 µM] | ? | -8.8%[57.1 µM] | -5.6% | -14.1%
Cc1ccc(-c2csc(NC(=O)c3c(C)noc3C)n2)cc1C
→ -7.3 | -3.0% | . | -15.6% | -17.6% | 1.5% | . | 38.9%[activator] | .
CCCCC(CC)Cn1c2nc3ccccc3nc2c2c(=N)oc(C)nc21 (stereo not given)
→ . | . | -0.2% | . | . | . | -2.7% | -10.8% | -6.9%
COc1ccc(NC(=O)Nc2cc(C(C)(C)C)on2)cc1OC
→ 0.7 | 14.9% | ? | -5.1% | -24.0% | 1.6% | 5.3% | -11.8% | -5.7%
CCCCN1C(=O)C(O)=C(C(C)=O)C1c1ccccc1[N+](=O)[O-] (stereo not given)
→ -2.5 | 52.3% | -1.2% | -13.1% | -20.3% | 3.8% | -13.2% | 22.6% | -9.5%
O=C(c1cc(COc2ccc(F)cc2Cl)on1)N1CCCCC1c1cccnc1 (stereo not given)
→ -1.0 | -1.1% | -20.7% | -6.2% | -3.0% | 8.0% | 5.5% | -15.8% | -3.1%
O=C(CC1(CC(=O)N2CCOCC2)CCCC1)Nc1ccc(F)cc1
→ -3.9 | 35.1%[activator] | . | 2.8% | -17.4% | -4.4% | . | -8.0% | .

Limited to Glioma ERSR ind, for some of the entries so far:
compound,Glioma ERSR ind
Clc1ccccc1C(c1ccccc1)(c1ccccc1)n1ccnc1,?
Cc1ccc(-c2csc(NC(=O)c3c(C)noc3C)n2)cc1C,1.5%

The list continues.
Below each compound: LDHA inh | POLI inh | Apoferritin bind | Pol kappa inh | POLH inh | Glioma ERSR ind | Pol beta inh | APE1 inh | BLM inh
CCOc1ccc(NC2CCN(C(C)=O)CC2)cc1
→ 0.1 | 28.3% | -2.8% | 2.1% | -16.0% | -2.4% | 17.4% | -1.9% | 1.2%
COc1ccccc1CN(Cc1nc2ccccc2c(=O)[nH]1)C(=O)Nc1ccccc1
→ -2.9 | -3.1% | -4.5% | -3.2% | -9.1% | 6.5% | 2.3% | -2.7% | -6.2%
Cc1ccc(S(=O)(=O)N2CCCC(C(=O)Nc3ccc(NC(=O)c4ccccn4)cc3)C2)cc1 (stereo not given)
→ -0.7 | 2.3% | 3.2% | -5.6% | -12.8% | -0.3% | 4.0% | -2.9% | 3.5%
CCCCCCCC(=O)Nc1cc(C(=O)NCc2ccc(C)cc2)ccc1N1CCC2(CC1)CC(c1ccccc1)=NO2
→ 0.1 | 27.8% | ? | 8.2% | -16.7% | -4.6% | -1.7% | 17.5% | -0.4%
Cc1ccccc1OC(C)C(=O)NC1CCCC1 (stereo not given)
→ -6.1 | 11.1% | 0.7% | -9.3% | -7.8% | -3.5% | 0.8% | 15.6% | 1.1%
CC1Cc2ccccc2N1C(=O)CCS(=O)(=O)c1cccc2nonc12 (stereo not given)
→ -6.6 | ? | -2.6% | -0.1% | 7.2% | -1.7% | 2.9% | 1.9% | -4.1%
